# GLD-1 RNA inh – GLD-1-TGE RNA interaction inhibition (C. elegans); 320,000 compounds, 0.44% hits; purified GLD-1 + fluorescein TGE RNA, fluorescence polarization; inhibition, % at 5.96 µM; AID 2280;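 active means percent inhibition above a per-plate cutoff, the plate mean of test compounds plus 3 SD, cut at about 30% in these data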;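 further: 0% = DMSO wells with GLD-1 and probe and 100% = wells lacking GLD-1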
# MEX-5 binding – C. elegans MEX-5 TCR-2 RNA binding activity. Q9XUB2. MEX-5/FITC-TCR2 RNA binding, fluorescence polarization; stronger effect = lower value. activity score (negative = inhibition of binding), % at 10 µM. 300,000 compounds, 0.38% hits. AID 1832;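 active means inhibition past about -25% in most replicates, and total fluorescence under double the plate's negative control median, limit read from the data; inconclusive means replicates evenly split on the limit, or fluorescence at least double controls; inactive means too little inhibition in most replicates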;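 further: 0% = DMSO and -100% = 5 µM competing unlabeled TCR2 RNA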
# MCL1-BIM inh – disrupts human MCL1 binding to BIM-BH3 peptide | Q07820 | GST-MCL1 / FITC-Bim-BH3 fluorescence polarization | inhibition, % at 10.9 µM | 320,000 compounds, 0.68% hits | AID 2057;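 active means inhibition above the mean inhibition of all tested compounds plus 3 SD, set per campaign, cut at about 40% in these data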;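 further: 0% = DMSO wells and 100% = unlabeled Bim-BH3 peptide control; higher means more loss of mP so more displacement of Bim peptide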
# Fam108B inh – counter-screen for RBBP9 inhibitors: inhibitors of mouse Fam108B; 300,000 compounds, 0.33% hits; AID 1947; inhibition, % at 9.51 µM; recombinant Fam108B, FP-Rh probe fluorescence polarization;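 active means inhibition above the screen mean inhibition plus 3 SD, computed separately per campaign, cut at about 18% in these data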;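 further: inhibitors lower polarization as less probe binds the enzyme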
# CIT2 TOR yeast – modulators of TOR pathway CIT2-GFP in S. cerevisiae. 320,000 compounds, 0.065% hits. S. cerevisiae CIT2-GFP strain, flow cytometry, 3 h; 100 means same as DMSO wells. AID 2029. GFP response vs DMSO, % at 10 µM;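 active means GFP response relative to DMSO above a set limit, near the screen mean plus 3 SD, cut at about 150% in these data; inconclusive means Fewer than 70 cells measured for a yeast strain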;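 further: ratio of well median GFP fluorescence to mean of DMSO wells on the plate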
# GRK2 aptamer HTS – inhibitors of human GRK2 displacing RNA aptamer; P25098; bead flow cytometry, FAM-aptamer displacement from GRK2; inhibition of aptamer binding, % at 10 µM; 330,000 compounds, 0.59% hits;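 active means inhibition of aptamer binding above 40%, roughly 3 SD of noise, on plates passing a quality check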;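 further: median bead fluorescence of bound FAM aptamer so fluorescent compounds give negative values; no value below 0 was filed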
# Target sequence (P25098 whole entry, looked up): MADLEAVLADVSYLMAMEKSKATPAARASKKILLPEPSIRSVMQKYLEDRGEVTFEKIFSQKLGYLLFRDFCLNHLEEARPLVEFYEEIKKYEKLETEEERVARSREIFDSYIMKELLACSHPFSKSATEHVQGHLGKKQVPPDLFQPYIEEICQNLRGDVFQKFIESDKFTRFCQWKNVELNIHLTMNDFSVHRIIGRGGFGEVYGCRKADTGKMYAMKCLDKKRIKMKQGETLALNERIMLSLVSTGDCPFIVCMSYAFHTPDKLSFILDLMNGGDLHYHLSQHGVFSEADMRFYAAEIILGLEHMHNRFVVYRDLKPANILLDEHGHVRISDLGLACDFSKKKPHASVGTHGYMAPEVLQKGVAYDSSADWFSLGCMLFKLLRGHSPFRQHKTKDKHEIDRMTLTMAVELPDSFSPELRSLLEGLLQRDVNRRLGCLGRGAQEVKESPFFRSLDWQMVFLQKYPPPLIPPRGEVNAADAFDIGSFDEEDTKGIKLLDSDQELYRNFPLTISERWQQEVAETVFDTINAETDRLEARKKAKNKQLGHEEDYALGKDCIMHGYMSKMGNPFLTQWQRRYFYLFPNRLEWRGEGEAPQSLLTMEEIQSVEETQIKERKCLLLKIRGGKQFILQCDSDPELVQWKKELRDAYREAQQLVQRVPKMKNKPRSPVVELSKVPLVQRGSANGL
# AGP1 TOR yeast – modulators of TOR pathway AGP1-GFP in S. cerevisiae. S. cerevisiae AGP1-GFP multiplex flow cytometry, 3 h; GFP as percent of DMSO wells. GFP response vs DMSO, % at 10 µM. 320,000 compounds, 0.02% hits;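 active means GFP response relative to DMSO above a set limit, near screen average plus 3 SD, cut at about 150% in these data; inconclusive means fewer than 70 cells counted for the yeast strain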;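 further: median GFP channel fluorescence of the gated AGP1 strain per well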
# VLA-4 inh – inhibition in a human VLA-4 binding assay | AID 2557 | P13612 | 330,000 compounds, 0.2% hits | VLA-4 expressing cells, ligand binding flow cytometry | inhibition, % (about 7 µM as worked out from the volumes in the protocol); in the data active means inhibition above about 50%
# BCLXL inh – inhibitors of human Bcl-xL. Q07817. GST-Bcl-xL / FITC-Bim BH3 peptide fluorescence polarization. inhibition, % at 10.9 µM. 320,000 compounds, 0.7% hits;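 active means inhibition above the mean of all tested compounds plus 3 SD, cutoff set per campaign, cut at about 30% in these data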;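 further: 0% = DMSO wells and 100% = unlabeled Bim-BH3 peptide competitor; inhibitors lower millipolarization by displacing the labeled peptide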
# Target sequence (Q07817 whole entry, looked up): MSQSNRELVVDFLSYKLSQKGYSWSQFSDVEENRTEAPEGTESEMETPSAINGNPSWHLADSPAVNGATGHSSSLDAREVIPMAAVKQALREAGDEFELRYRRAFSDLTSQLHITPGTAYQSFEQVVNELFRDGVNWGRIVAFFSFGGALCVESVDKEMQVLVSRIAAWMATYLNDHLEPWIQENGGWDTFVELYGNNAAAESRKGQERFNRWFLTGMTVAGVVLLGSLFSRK
# An asterisk follows results filed as active; ? = inconclusive; . = not tested or not shown; & = joins results of further samples.
SMILES,GLD-1 RNA inh,MEX-5 binding,MCL1-BIM inh,Fam108B inh,CIT2 TOR yeast,GRK2 aptamer HTS,AGP1 TOR yeast,VLA-4 inh,BCLXL inh
O=C1CC[C@@H](CN(Cc2ccccn2)Cc2nc(Cc3cccc(C(F)(F)F)c3)no2)N1,4,-1.3,7,-2,102,3,104,-3,3
COc1cccc(CC(NC(C)=O)C(=O)NC2CCN(S(=O)(=O)c3ccc(C)cc3)CC2)c1OC (stereo unspecified),-2,2.0,-2,1,104,0,110,7,2
O=C(O)Cn1c(O)c(C=Nc2ccccc2)sc1=S,-10&-3,1.5&1.6,-2&3,3&-3,109&104,1&0,109&98,-1&5,3&5
O=C1SC(SCc2ccccc2)=N/C1=C\c1ccc(C(=O)O)cc1,0,-58*,3,-5,102,29,101,11,4
Fc1cccc(CCN2C(=S)NC[C@@H]2CC2CCCCC2)c1,1,1.8,10,-3,120,1,94,6,2
O=C(Nc1ccc(N2CCN(C(=O)c3ccco3)CC2)cc1)c1ccc(Br)cc1,-5,2.0,-35,-3,113,0,108,14,-14
CCCCS(=O)(=O)CC(COc1ccccc1)OC(=O)c1ccccc1 (stereo unspecified),-2,1.7,9,1,96,9,98,-20,5
Cn1c(=O)c2c(ncn2CC(=O)OCC(=O)Nc2cc(Cl)ccc2C#N)n(C)c1=O,1,.,.,.,95,0,96,-3,.
CCC1CCCCN1CCNC(=O)c1[nH]c(C)c(C(C)=O)c1C (stereo unspecified),6,-1.6,17,0,102,0,102,-5,24
CCOc1ccc(S(=O)(=O)N(C)CC(=O)NCc2ccccn2)cc1,1,1.1,-2,-1,104,0,97,-18,0
COc1ccc2cc(C(=O)NCC3CCCO3)[nH]c2c1 (stereo unspecified),-6,0.4,-5,-3,111,1,108,-4,1
CN1CCN(S(=O)(=O)c2cccc(C(=O)NCCOc3ccccc3)c2)CC1,8,1.9,-8,0,99,0,99,15,-6

# Whole records as entered above:
# O=C(Nc1ccc(N2CCN(C(=O)c3ccco3)CC2)cc1)c1ccc(Br)cc1 is listed with GLD-1 RNA inh: -5; MEX-5 binding: 2.0; MCL1-BIM inh: -35; Fam108B inh: -3; CIT2 TOR yeast: 113; GRK2 aptamer HTS: 0; AGP1 TOR yeast: 108; VLA-4 inh: 14; BCLXL inh: -14
# CCC1CCCCN1CCNC(=O)c1[nH]c(C)c(C(C)=O)c1C (stereo unspecified) is listed with GLD-1 RNA inh: 6; MEX-5 binding: -1.6; MCL1-BIM inh: 17; Fam108B inh: 0; CIT2 TOR yeast: 102; GRK2 aptamer HTS: 0; AGP1 TOR yeast: 102; VLA-4 inh: -5; BCLXL inh: 24

# Going on with the list.
SMILES,GLD-1 RNA inh,MEX-5 binding,MCL1-BIM inh,Fam108B inh,CIT2 TOR yeast,GRK2 aptamer HTS,AGP1 TOR yeast,VLA-4 inh,BCLXL inh
CC(C)(C)NC(=O)C1CCC(CNS(=O)(=O)c2cccc3nsnc23)CC1 (stereo unspecified),-2,1.3,-1,1,110,0,105,3,4
O=C(NCCCO)NC(=S)c1cccc2ccccc12,4,-0.5,4,2,92,1,95,8,5
c1ccc(-c2nc(N3CCCC3)nc3ccccc23)cc1,-4,-2.1,3,5,.,2,82,-6,10
CCOC(=O)c1c(C)[nH]c(C=O)c1Cc1cccc(Cl)c1,-2,2.4,1,-3,95,0,100,0,0
COc1cc(/C=N/N2C(C)CCCC2C)cc(OC)c1O (stereo unspecified),0,0.0,5,2,116,2,105,-5,9
COc1ccccc1C1/C(=C(\O)c2ccc3c(c2)OCCO3)C(=O)C(=O)N1CCCn1ccnc1 (stereo unspecified),-1,19,8,6,106,1,100,-7,7
CCCc1nc2ccc(NC(=O)c3cccs3)cc2c(=O)n1Cc1ccc(Cl)cc1,-5,1.6,3,-50,108,0,104,23,2
CCCC(=O)Nc1ccc(Cl)c(NC(=O)c2ccco2)c1,-5,-3.0,2,4,89,0,89,-3,0
O=C1CSC(c2cn(-c3ccccc3)nc2-c2cc3ccccc3oc2=O)N1Cc1cccnc1 (stereo unspecified),-1,0.9,-14,-10,97,12,95,-2,-6
COc1ccccc1-c1coc2c(CN3CCCCC3C)c(O)ccc2c1=O (stereo unspecified),-1,3.2,5,4,106,2,94,3,5
COc1cccc(CN2CCN(c3ncccn3)CC2)c1,6,-1.7,10,-2,.,0,116,1,9
COc1ccc(NC(=O)c2cc3ccccc3cc2OC)cc1OC,6,0.3,1,1,88,2,91,4,9
CCCNC(=O)c1ccc(C2SCC(=O)N2Cc2ccccc2)cc1 (stereo unspecified),6,-2.4,2,2,121,0,114,-5,1
Cc1ccc(N2C(=O)CSC2c2c(F)cccc2Cl)cc1 (stereo unspecified),11,-1.6,-3,-1,82,2,111,23,-2
COc1cc2c(cc1OC)CN(C(=O)CSc1nc3[nH]ncc3c(=O)n1-c1ccccc1)CC2,0,1.0,-2,3,103,0,103,20,-1
COCCN(CC1CCCN(C2Cc3ccccc3C2)C1)C(=O)c1ccc(C(C)=O)cc1 (stereo unspecified),0,0.6,11,5,97,0,102,4,10
O=CN1CCCN(Cc2nc(Cc3ccccc3F)no2)CC1,5,2.1,-8,-3,118,4,112,7,2
Oc1ccc(C[C@H]2CNCCN2CCc2cccc3ccccc23)cc1,2,3.2,12,1,96,0,84,6,2
COc1ccc(C(=O)Cc2cc(OC)c(OC)cc2C(=O)c2ccccc2F)cc1OC,5,0.0,-9,-5,124,0,29,-21,-4
CS(=O)(=O)c1ccccc1-c1nnc(NC(=O)COc2ccc(Cl)cc2)o1,-1,-1.1,1,1,97,2,102,-7,0
CN1C(=O)c2ccc(C(=O)Nc3ccc(Br)cn3)cc2C1=O,9,4.6,10,0,102,7,103,2,1
Cc1sc2nc(-c3ccc(Br)cc3)oc(=O)c2c1C,-3,1.1,5,-1,104,1,98,16,7
Cc1nn(C)c(Oc2cccc(C(F)(F)F)c2)c1C=O,4,1.6,2,3,.,0,87,10,4
O=C(O)CN1C(=O)c2ccc(Oc3cccc4c3C(=O)N(CC(=O)O)C4=O)cc2C1=O,7,2.0,1,1,99,3,99,6,7
Cc1ccc(S(=O)(=O)N2CCCCC2)cc1NC(=O)COC(=O)Cc1c(F)cccc1Cl,11,0.1,1,1,94,1,102,19,4
COc1ccc2[nH]c(C)c(C(=O)CN3CCN(C(=O)c4ccco4)CC3)c2c1,8,0.7,4,-1,97,2,94,11,7
Cn1c(=O)cc(Nc2ccccc2)c2c(=O)n(-c3ccccc3)c(=O)n(-c3ccccc3)c21,0,-0.2,3,3,110,3,115,7,-3
Cc1noc(NS(=O)(=O)c2ccc(NC(=O)CC(C)C)cc2)c1C,-4,-3.3,4,1,94,2,91,23,3
COc1ccc(-c2ccc(S(=O)(=O)N3CCCC3)cc2)cc1,3,0.6,1,8,86,1,88,-12,-1
CCOC(=O)COc1cccc2c(=O)n(CC(=O)NCc3ccccc3)ccc12,6,.,10,3,98,0,101,13,4
NC(=O)C1CCN(C(=O)c2cc3ccccn3n2)CC1,-1,-0.7,2,0,104,1,108,22,3
CS(=O)(=O)N1CCC(C(=O)Nc2ccccc2Br)CC1,-1,-0.3,9,5,91,0,87,10,3
CC(=O)/C(=N\Nc1cccc(Cl)c1)Sc1nnc(-c2ccccc2)n1-c1ccccc1,0,-0.4,-1,-7,102,0,106,-14,-2
O=C(C(Cc1ccccc1)N1C(=O)c2ccccc2C1=O)N1c2ccccc2CCc2ccccc21 (stereo unspecified),-2,-0.6,-2,-7,87,2,94,32,2
NNC(=O)c1cc(S(=O)(=O)N2CCOCC2)c[nH]1,2,.,9,.,92,0,95,3,8
O=C(Nc1cc(Cl)ccc1O)c1cc2n(n1)C(C(F)(F)F)CC(c1ccc3c(c1)OCO3)N2 (stereo unspecified),-2,-0.3,-1,3,92,0,96,-18,-3
CC1(O)C(=O)C=C2C=C(c3ccsc3)OC=C2C1=O (stereo unspecified),11,-0.4,52*,11,83,39,84,-5,25
Cc1ccc(C(=O)c2cc3c(cc2N)OCCO3)cc1,5,-0.6,-2,-1,97,0,104,9,1
CN1CCN(S(=O)(=O)c2ccc3c(c2)NC(=O)CS3)CC1,9,0.4,4,-1,100,2,103,6,8
COc1cc(/C=N/NC(=O)CNC(=O)c2ccccc2)ccc1OC(=O)c1cccs1,-3,-1.8,1,-11,95,4,102,-4,0
CCCC(C)C(=O)Nc1nnc(CCc2ccccc2)s1 (stereo unspecified),-2,1.0,3,-2,100,0,102,7,2
COc1ccc(CCNC(=O)c2cc(-c3ccccn3)nc3c(Cl)cccc23)cc1OC,4,1.0,17,7,100,0,99,10,4
CCN1C(=O)[C@H]2[C@@H](c3ccc(C)cc3)N3C(=O)N(c4ccccc4)C(=O)[C@@]3(Cc3ccccc3)[C@H]2C1=O,-9,-2.8,6,-4,88,0,92,-11,-1
CN(C)c1ccc(CNc2nc3ccccc3s2)cc1,9,1.1,5,4,109,23,101,8,9
Cc1nn(-c2ccccc2)c(C)c1C(=O)OCC(=O)c1c(N)n(CC(C)C)c(=O)n(C)c1=O,-4,0.0,-10,6,107,6,106,27,-4
O=C(NCCCc1ccccc1)c1ccc(F)cc1,2,-3.6,-1,-3,98,0,98,-1,1
Cc1ccc(-n2ncc3c(=O)n(CC(=O)Nc4cccc(Cl)c4)cnc32)cc1C,0,-1.0,5,-4,101,0,105,-7,1
CCOc1ccccc1/C=N/NC(=O)c1nnn(-c2nonc2N)c1CN1CCCCCC1,6,0.7,-4,-3,95,0,100,6,-4
COc1cccc(CSc2nnc(-c3ccc(F)cc3)o2)c1,1,0.8,4,-1,102,0,96,-4,-1
COc1cc(OC)c2c(-c3ccccc3)cc(=O)oc2c1C(CC(=O)N1CCOCC1)c1ccc(N(C)C)cc1 (stereo unspecified),6,-1.7,9,1,102,7,107,-6,3
Cc1ccc(-n2nc3c(=S)[nH]nc(C)c3c2C)cc1,5,-4.5,10,-1,99,0,96,5,8
Cc1cccc(CCNC(=O)CC2C(=O)NCCN2Cc2ccc(F)c(F)c2)n1 (stereo unspecified),5,-0.6,16,-2,98,0,103,0,19
CCOc1ccc(CNC(=O)CCS(=O)(=O)Cc2cccc(Cl)c2)cc1OC,4,2.7,4,-2,106,0,99,15,3
CNC(=S)N1CCn2cccc2C1c1ccc(F)cc1 (stereo unspecified),-16,-0.9,1,-1,92,0,100,-2,2
Cc1nc(SC(C)C(=O)NC2CCCCC2C)c2c(C)c(C)sc2n1 (stereo unspecified),-5,1.3,-2,-4,.,1,98,20,0
COc1ccc(Cl)cc1NC(=O)CN1CCN(S(=O)(=O)c2ccc(F)cc2)CC1,0,0.7,4,-3,104,2,107,11,4
O=C1c2ccsc2SCCN1Cc1cccc(Cl)c1,6,-2.8,2,-3,99,3,81,13,0
CCN(CC)CCCNC(=S)N(CCO)Cc1cc2cc3c(cc2[nH]c1=O)OCCO3,-10,-0.5,4,-1,92,0,99,1,10
Cc1ccc(S(=O)(=O)Nc2ccc3c(c2)C(=O)NC3=O)cc1[N+](=O)[O-],-3,0.1,3,3,107,0,104,10,9
CCCCC(=O)Nc1nnc(SCC(=O)N2CCN(c3ccccc3OC)CC2)s1,12,-0.9,-2,2,?,0,?,-25,2
COc1c(Cl)cc(C(=O)Nc2ccccc2-c2ccccc2)cc1Cl,4,2.3,-2,0,99,0,95,12,3

# Screening results (PubChem BioAssay)
